# Source: PubChem BioAssay (National Center for Advancing Translational Sciences (NCATS))
# HttQ103 aggreg – inhibitors of mutant huntingtin aggregate formation in PC12 cells; PC12 HttQ103-GFP aggregates, Acumen cytometry, 40 h; Potency, µM (highest dose often 46.1 µM), inactives show at the top dose activity change, negative = inhibition, actives largely listed as inhibitors; 220,000 tested, 1.1% active; note: potency is the fitted concentration of half-maximal effect; % is set by controls: 0 for no effect and ±100 for the full control effect; nearly all actives have a fitted effect of over 60% in size
#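 Multiplexed with ATP-based cell death, this channel scores GFP aggregates in PC12 cells expressing inducible HTTex1-Q103-GFP. Induction used 100 nM tebufenozide; compounds were tested in concentration series.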
# Epigenetic reg – derepresses silenced GFP reporter in murine cells. murine LDR cells, GFP reporter derepression, 30 h. 280,000 tested, 0.2% active. Potency, µM (top dose mostly 53.9 µM), without a hit: at the top dose GFP activation, hits mostly activators; note: potency is the fitted concentration of half-maximal effect; % of control where 0% means no effect; nearly all actives have a fitted effect of over 60% in size
#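 Reporter derepression read as number of fluorescent GFP-positive objects, 20-120 um in size, counted by laser-scanning cytometer. Mouse LDR line with an epigenetically silenced CMV-GFP locus; compound incubation 30 h, 37 C.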
# L3MBTL1 inh – L3MBTL1 (human) inhibition; AlphaScreen L3MBTL1–H3K9me1 peptide binding; Potency, µM (doses to about 57.1 µM), for the others: at the top dose activity, negative = inhibition, actives largely listed as inhibitors; 230,000 tested, 0.66% active; AID 485360; note: potency is the fitted concentration of half-maximal effect; % is set by controls: 0 for no effect and ±100 for the full control effect; nearly all actives have a fitted effect of over 60% in size
#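 AlphaScreen assay: L3MBTL1 (50 nM final) was preincubated 30 min at room temperature with biotinylated H3(1-15)K9me1 peptide (75 nM final), then 30 min with library compounds; streptavidin donor and nickel chelate acceptor beads (10 ug/mL final) added, 30 min dark.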
# Luc counter – Kinase-Glo luciferase inhibition (counter-screen); Q27757; Kinase-Glo luciferase, ATP luminescence, 8 min; Potency, µM (highest dose often 38.3 µM), for the others: top-dose activity change, negative = inhibition, most hits filed as inhibitors; 200,000 tested, 0.28% active; AID 1379; note: potency is the fitted concentration of half-maximal effect; % is set by controls: 0 for no effect and ±100 for the full control effect; nearly all actives have a fitted effect of over 60% in size
#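 Compounds were added to a substrate mix at pH 7.2 (50 mM imidazole, 10 uM ATP, within the enzyme's linear range), followed by Kinase-Glo detection reagent; luminescence was measured after 8 minutes at ambient temperature.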
# IMPase Li inh – cell-permeable IMPase inhibitors with lithium potentiation. Potency, µM (highest dose often 59.4 µM), for inactives: at the highest dose activity, negative = IMPase inhibition, usual class: inhibitors. CHO-M1 cells, IP1 TR-FRET (IP-One), carbachol + lithium. 210,000 tested, 0.35% active;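 note: IP1 builds up when IMPase is blocked and the TR-FRET signal falls; potency is the fitted concentration of half-maximal effect; plate controls were basal vehicle for no effect and high inhibitor control for full effect; nearly all actives have a fitted effect of over 50% in size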
#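 CHO cells stably expressing M1 receptor (2000/well, cultured 16–30 h) treated 30 min at 37C with compound plus low lithium. Cytosolic IP1 by TR-FRET (665/620 ratio and 620 channel) after 10 min lysis; AC50 by Hill fit.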
# NPSR antag – neuropeptide S receptor (human) antagonism, cAMP; CHO-NPSR cells, cAMP TR-FRET, antagonist mode; Potency, µM (series often up to 38.3 µM), for inactives: at the top dose activity change, negative = inhibition, usual class: inhibitors; 220,000 tested, 1% active; note: potency is the fitted concentration of half-maximal effect; % is set by controls: 0 for no effect and ±100 for the full control effect; nearly all actives have a fitted effect of over 50% in size; many of its hits are not listed in these tables
# Target sequence (Q6W5P4 whole entry, looked up): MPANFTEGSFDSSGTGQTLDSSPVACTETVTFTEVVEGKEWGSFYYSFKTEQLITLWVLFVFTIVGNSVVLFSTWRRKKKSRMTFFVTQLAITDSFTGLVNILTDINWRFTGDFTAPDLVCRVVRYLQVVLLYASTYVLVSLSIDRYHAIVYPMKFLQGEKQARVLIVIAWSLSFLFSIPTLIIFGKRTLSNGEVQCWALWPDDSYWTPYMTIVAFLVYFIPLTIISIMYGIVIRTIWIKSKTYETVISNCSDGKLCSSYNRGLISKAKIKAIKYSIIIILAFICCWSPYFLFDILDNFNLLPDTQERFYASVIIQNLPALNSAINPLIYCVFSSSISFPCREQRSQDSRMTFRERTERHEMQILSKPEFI
# CBFb RUNX1 block – inhibitors of human CBF-beta and RUNX1 interaction; Q01196+Q13951; AlphaScreen CBFb-His/RUNX1-biotin binding, biochemical; Potency, µM (top dose mostly 59.8 µM), for the others: top-dose activity, negative = inhibition, usual class: inhibitors; 230,000 tested, under 10 active; note: % of control where 0% means no effect
# Target sequence (Q01196 whole entry, looked up): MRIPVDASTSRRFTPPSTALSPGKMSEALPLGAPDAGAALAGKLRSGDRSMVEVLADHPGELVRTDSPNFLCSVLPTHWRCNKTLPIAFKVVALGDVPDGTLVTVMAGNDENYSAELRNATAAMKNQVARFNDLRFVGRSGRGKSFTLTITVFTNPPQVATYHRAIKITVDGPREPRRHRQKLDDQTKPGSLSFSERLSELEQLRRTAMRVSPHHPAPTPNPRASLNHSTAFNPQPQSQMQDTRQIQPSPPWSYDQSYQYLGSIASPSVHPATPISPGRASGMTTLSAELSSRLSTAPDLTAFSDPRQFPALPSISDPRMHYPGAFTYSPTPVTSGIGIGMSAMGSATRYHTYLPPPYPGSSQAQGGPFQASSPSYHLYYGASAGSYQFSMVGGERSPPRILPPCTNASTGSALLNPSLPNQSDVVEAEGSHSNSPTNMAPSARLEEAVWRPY
# Target sequence (Q13951 whole entry, looked up): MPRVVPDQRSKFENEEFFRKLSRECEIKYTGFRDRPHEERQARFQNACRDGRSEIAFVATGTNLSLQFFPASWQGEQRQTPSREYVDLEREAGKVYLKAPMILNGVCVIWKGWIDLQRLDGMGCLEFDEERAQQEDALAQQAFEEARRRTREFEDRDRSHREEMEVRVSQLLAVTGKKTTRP
#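 Compounds were screened at multiple concentrations against a preformed CBF-beta(His)/RUNX1(biotin) complex (30 nM of each) for 15 min at room temperature, followed by 90 min with nickel and streptavidin beads and AlphaScreen reading.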
# * marks the source's active call; other numbers are inactive results; u = inconclusive; x = not tested or not shown; & = joins results of further samples; [ ] = dose if it differs, or a comment. Calls come from the whole dose curve; as a rule, active = well fitted curve in the direction sought with a large enough effect; inconclusive = small, poorly fitted or top-dose-only effect, or another doubt; inactive = no such curve, though single readings can be large; an effect the other way counts as inactive or inconclusive.
SMILES,HttQ103 aggreg,Epigenetic reg,L3MBTL1 inh,Luc counter,IMPase Li inh,NPSR antag,CBFb RUNX1 block
O=C(O)c1cc(N/N=C/c2cccs2)ccc1Cl,7.6%,1.1%,u,-0.2%,1.7%,10.8%,-4.6%
CC(=O)NC(CC(C)C)C(=O)NC(Cc1ccccc1)C(N)=O (stereo unspecified),0.9%,-1.4%,1.4%,4.2%,9.5%[38.3 µM],-17.3%[7.67 µM],8.2%
Cc1ccc(C(=O)Nc2cccc([N+](=O)[O-])c2)cc1S(=O)(=O)Nc1ccc(C(=O)O)cc1,23.5%,-0.6%,x,10.0%,-10.7%,14.8%,2.7%
Oc1ccc(N2CCN(c3ncnc4sc5c(c34)CCC5)CC2)cc1,11.2µM*,-0.8%,-20.8%,7.3%,14.9%[38.3 µM],u,-28.9%
Cc1cc(N=Nc2ccc(Cl)cc2)cc(CN2CCCC2)c1O,6.6%[9.22 µM],1.0%,u,x,x,u,u
COc1cccc(C(=O)Nc2ccc(C(F)(F)F)n(C)c2=O)c1,-8.3%,0.2%,-3.2%,u,u,5.9%,-4.7%
N#CC1=C2SC=C(c3ccc(Br)cc3)N2CCCC1=O,-31.5%,0.5%,-16.4%,-2.6%,16.1%,-59.4%,24.7%
O=C(Cn1[nH]c(=O)c2ccccc2c1=O)NNC(=O)c1ccccc1,3.5%,1.7%,9.0%,-1.0%,-1.8%,17.3%,2.4%
COc1cc2c(cc1OC)CN(Cc1cc(=O)oc3cc(C)c(Cl)cc13)CC2,22.5%,1.1%,-7.6%,3.2%,6.5%,-6.9%,-0.6%
Cc1noc(C)c1/C=N/Nc1ccccn1,-14.1%,-2.1%,8.0%,3.5%,5.8%,3.9%,u
CC(=O)C1(C)N(O)C(C)(C)C(c2ccco2)=[N+]1[O-] (stereo unspecified),-5.0%,0.0%,0.8%,-0.7%,-9.6%[38.3 µM],-7.2%[46.1 µM],2.0%
COc1ccccc1/C=C/C(=O)Nc1ccc2c(c1)OCCO2,-6.4%,2.8%,-12.4%,-4.6%,12.2%,-4.3%,-13.2%
CCOC(=O)C1(CC)NC(c2ccc(OC)cc2OC)C2C(=O)N(C)C(=O)C21 (stereo unspecified),-2.2%[9.22 µM],-4.3%,11.6%,0.1%,-4.7%,0.8%,3.6%
CCO[C@@H]1OC(C(=O)N2CCCCCCC2)=C[C@H](c2ccc3c(c2)OCO3)[C@H]1CCCO,7.4%[9.22 µM],1.9%,1.2%,x,3.8%,25.8%,1.5%
Cc1cnc(-c2nnc(N(C)C(=O)c3ccccn3)s2)cn1,4.6%,-0.8%,5.2%,-2.8%,-0.6%[38.3 µM],5.5%[7.67 µM],4.4%
S=C(Nc1ccccc1Cl)N(Cc1cccnc1)Cc1ccco1,-12.6%,-2.6%,-14.0%,2.8%,12.9%,-0.4%,2.6%
COc1cccc(C2NC(CCSC)(C(=O)O)C3C(=O)N(C(C)C)C(=O)C23)c1O (stereo unspecified),-4.1%,-4.8%,x,-0.2%,-3.0%[38.3 µM],2.0%[46.1 µM],-3.2%
Cc1csc(CCc2nc(C)cs2)n1,-3.7%,-1.1%,x,-1.9%,12.1%[38.3 µM],-1.4%[46.1 µM],5.0%
Cc1cc(Br)ccc1SCC(=O)Nc1cccnc1,2.6%,-2.6%,-3.7%,-0.2%,2.2%,-10.6%,-1.8%
CCCOc1ccc(CC(=O)NCc2ccco2)cc1OC,-18.1%,-0.1%,x,1.3%,1.7%[38.3 µM],1.1%[46.1 µM],1.2%
Cc1ccc(C(=O)NCCCN2CCOCC2)cc1N1CCCC1=O,-1.7%,0.9%,1.2%,-2.5%,-7.2%[38.3 µM],1.3%[46.1 µM],8.4%
O=[N+]([O-])c1ccc(N2CCOCC2)nc1,18.3%,-0.2%,-1.7%,-1.0%,1.4%[38.3 µM],-5.6%[46.1 µM],-3.6%
COc1ccccc1N=C(C)C1=C(O)CSC1=O,-8.7%,-0.7%,-6.7%,-5.9%,-8.9%[38.3 µM],-1.3%[46.1 µM],-6.9%
Cc1no[n+]([O-])c1COc1cccc(/C=N/Nc2nncn2N)c1,-1.6%[9.22 µM],0.5%,-26.8%,x,x,-28.3%,-9.7%
CCC(=O)c1ccc(OCC(=O)c2ccc3c(c2)NC(=O)CO3)cc1,-11.0%[9.22 µM],0.9%,6.5%,x,x,32.9%,0.4%

# 5 entries drawn at random from the list so far, as already listed:
SMILES,HttQ103 aggreg,Epigenetic reg,L3MBTL1 inh,Luc counter,IMPase Li inh,NPSR antag,CBFb RUNX1 block
Cc1cc(N=Nc2ccc(Cl)cc2)cc(CN2CCCC2)c1O,6.6%[9.22 µM],1.0%,u,x,x,u,u
CCCOc1ccc(CC(=O)NCc2ccco2)cc1OC,-18.1%,-0.1%,x,1.3%,1.7%[38.3 µM],1.1%[46.1 µM],1.2%
COc1ccccc1/C=C/C(=O)Nc1ccc2c(c1)OCCO2,-6.4%,2.8%,-12.4%,-4.6%,12.2%,-4.3%,-13.2%
Cc1ccc(C(=O)NCCCN2CCOCC2)cc1N1CCCC1=O,-1.7%,0.9%,1.2%,-2.5%,-7.2%[38.3 µM],1.3%[46.1 µM],8.4%
Cc1csc(CCc2nc(C)cs2)n1,-3.7%,-1.1%,x,-1.9%,12.1%[38.3 µM],-1.4%[46.1 µM],5.0%

# Continued:
SMILES,HttQ103 aggreg,Epigenetic reg,L3MBTL1 inh,Luc counter,IMPase Li inh,NPSR antag,CBFb RUNX1 block
CC(C)(C)c1ccc(C(=O)NCC(=O)OCC(=O)c2ccc3c(c2)-c2ccccc2C3)cc1,-6.1%,-2.2%,-0.5%,0.5%,3.6%,-0.3%,-10.7%
COc1cc2c(cc1NC(=O)COc1ccccc1OC)oc1ccccc12,9.4%,-4.6%,-7.1%,-3.1%,u,u,5.2%
O=C(c1cnc2n(c1=O)CCS2)N(C1CCCCC1)C1CCCCC1,28.7%,-1.9%,-1.4%,1.7%,5.5%,4.2%,-0.7%
COc1ccc(C(=O)Nc2ccc(NS(=O)(=O)c3ccccc3)cc2)cc1OC,-12.6%[9.22 µM],-2.2%,x,x,x,-12.1%,-4.5%
O=c1cc(-c2ccccc2)c2cc(Cl)c(O)c(CN3CCOCC3)c2o1,u,0.1%,9.4%,x,x,-14.5%,0.7%
COc1ccc(OC)c(NC(=O)CSc2ncccc2C(=O)O)c1,-7.7%,-0.8%,-8.6%,-0.9%,7.2%[38.3 µM],2.7%[46.1 µM],1.0%
C[C@H](NC[C@H](O)CP(=O)(O)CC1CCCCC1)c1ccc(Cl)c(Cl)c1,x,0.0%&-0.3%,x,1.3%,5.9%&5.3%,x,27.7%
Fc1ccccc1N1CCN(CCCNc2ccc3nncn3n2)CC1,-1.9%,-1.2%,x,15.8%,18.4%[38.3 µM],-10.3%[46.1 µM],-1.2%
COC(=O)c1c(N=CN(C)C)c(C#N)c2n1CCCC2,-13.3%,-4.5%,-1.1%,-4.4%,-9.0%[38.3 µM],-15.0%[46.1 µM],15.4%
Cc1ccccc1OCC(=O)NNC(=O)CN1C(=O)c2ccccc2C1=O,17.2%,-2.0%,7.9%,-1.3%,-5.0%,16.7%,6.6%
CCOC(=O)C1=C(c2ccccc2)ON(C)C1c1ccccc1 (stereo unspecified),-5.0%,-0.3%,11.4%,-1.5%,1.8%,3.3%,27.6%
O=C(CCl)N(c1ccc(Cl)cc1)c1c[nH]c2ccccc12,u,7.4%,x,-3.0%,39.5%[activator][38.3 µM],7.94µM*,-7.8%
COc1ccc(-n2c(SC(CN3CCCCC3)CN3CCCC3=O)nc3ccccc3c2=O)cc1 (stereo unspecified),5.4%,0.0%,-2.3%,-8.7%,-55.8%[38.3 µM],u,-21.8%
Cc1cccc2sc(NC(=O)CN(C)S(=O)(=O)c3ccc(Br)s3)nc12,u,-1.4%,x,-4.2%,46.3%[activator][38.3 µM],u,-3.9%
CCOc1cc(CNC(CC)CO)ccc1OCC(=O)Nc1cccc(C(F)(F)F)c1 (stereo unspecified),22.6%,-1.8%,2.1%,-2.4%,2.7%,-27.2%,13.8%
COc1ccc(OCC(=O)NNC(=O)c2nn(C)c(=O)c3ccccc23)cc1,13.8%,-1.0%,-6.1%,0.4%,2.5%,9.7%,4.9%
O=C(Nc1nc2ccc([N+](=O)[O-])cc2s1)c1c(F)cccc1F,-29.2%,-2.0%,-3.0%,0.6%,1.2%,-0.2%,9.1%
COc1ccc(N2CC(C(=O)Nc3ccc(S(=O)(=O)Nc4nc(C)cc(C)n4)cc3)CC2=O)cc1 (stereo unspecified),-6.9%,-1.9%,7.8%,-3.9%,-17.4%[38.3 µM],-24.3%[46.1 µM],3.8%
Cc1ccc(OCCOCCn2ccnc2)c(Br)c1,-30.8%,-1.7%,-13.8%,1.0%,-13.7%[38.3 µM],0.0%[46.1 µM],-2.6%
O=C(NCc1cccnc1)c1cn(-c2ccccc2)nc1-c1cccs1,-15.5%,-0.2%,-9.9%,-4.0%,-32.5%[38.3 µM],-6.3%[46.1 µM],-3.7%
O=[N+]([O-])c1ccc(N2CCN(Cc3ccccc3)CC2)nc1,21.5%,0.0%,u,-2.2%,30.8%[activator],-22.6%,-14.0%
COc1cccc2c(=O)n(CC(=O)Nc3cccc(F)c3)ccc12,9.7%,2.7%,x,8.7%,14.1µM*,-2.7%[46.1 µM],-5.9%
O=C(NCCSC1CCCCC1)c1ccccc1,5.9%[9.22 µM],7.2%,7.5%,-1.8%,-2.1%,-7.4%,-17.0%
CNC(=S)Nc1ccc(N2CCN(c3ccc(C(F)(F)F)cn3)CC2)nc1,14.9%[9.22 µM],-2.9%,-5.1%,x,x,-1.3%,0.2%
Cc1ccsc1C(=O)N1CC(=O)Nc2ccccc21,-7.4%,3.7%,2.9%,12.2%,-31.0%[38.3 µM],-5.3%[7.67 µM],13.9%
Cc1cccc(-n2c(SCC(=O)Nc3ccc4c(c3)OCO4)nnc2-c2ccoc2C)c1,3.4%,u,-4.7%,x,x,-15.3%[46.1 µM],0.7%
O=C(CCN1C(=O)/C(=C/c2cccc(Br)c2)SC1=S)Nc1cccnc1,8.6%,0.0%,x,x,-14.1%,1.2%,-1.1%
CC1CC(C)(C)NC(=S)N1CC(=O)NCc1ccc(Cl)cc1 (stereo unspecified),11.4%,2.8%,2.1%,-0.4%,-3.5%,13.3%,3.9%
CC(=O)c1cccc(NC(=O)CSC(=O)c2ccccc2)c1,6.2%,0.0%,15.9%,-0.4%,-1.5%,19.8%,-1.1%
COc1cccc(CNC(=O)c2nnn(-c3ccc(OC(F)(F)F)cc3)c2N)c1,-2.6%,1.4%,x,-3.9%,-6.5%[38.3 µM],0.3%[46.1 µM],-3.6%

# Only part of the results is shown; rates above refer to the full screens.
